Screening results: PubChem, The Scripps Research Institute Molecular Screening Center
SRC1 TRFRET art: TR-FRET detection interference compounds, primary screen, artefact control for PPARgamma SRC-1 recruitment agonists, biochemical, TR-FRET emission ratio; TR-FRET detection artefact counter-screen; hits give high values; TR-FRET ratio at 8 µM; actives 0.34% (n = 99,000); in the data active = TR-FRET ratio above about 2300; note: inactives centre near 1800
SRC3 TRFRET art: TR-FRET detection interference compounds, artefact control for PPARgamma SRC-3 recruitment agonists, biochemical, TR-FRET ratio. TR-FRET artefact counter-screen, PPARgamma/SRC-3 format; hits give high values. TR-FRET ratio at 8 µM. actives 0.39% (n = 99,000); in the data active = TR-FRET ratio above about 2000; note: inactives centre near 1600
* hit, by the source's call; & = joins results of further samples. Only part of the results is shown. The share of hits here may be higher or lower than overall.

SMILES	SRC1 TRFRET art	SRC3 TRFRET art
N#CC1=C(N)Oc2cc(O)ccc2C1c1ccc2c(c1)OCO2 (configuration not stated)	1724	1573
Cc1ccc(C(=O)NC2CC3CCC(C2)N3)cc1 (configuration not stated)	1798	1486
O=C(Nc1ccccc1)N1CC2CC(C1)c1cccc(=O)n1C2 (configuration not stated)	1833	1799
COc1cc2c(cc1OC)-c1c(OC)c(OC)c(OC)c3ccnc(c13)C2=O	1797	1580
O=[N+]([O-])c1ccc(N2CCCC2)c(F)c1Br	1739	1389
O=C(CNC(=O)OCc1ccccc1)NCC(=O)Nc1ccc(Br)cc1C(=O)c1ccccc1	1844	1550
CC(C)c1ccc(N2C(=O)NC(=O)/C(=C\C=C\c3ccco3)C2=O)cc1	1768	1603
Cc1ccc(S(=O)(=O)NC(Cc2cnc[nH]2)C(=O)O)cc1 (configuration not stated)	1684	1681
CC(C)(C)P(=O)(N1CCOCC1)N1CCOCC1	1755	1617
Nc1ccccc1C(=O)OCc1ccc([N+](=O)[O-])cc1	1657	1615
O=C(CCCn1c(=O)[nH]c2cc(Cl)ccc2c1=O)N1CCC2(CC1)OCCO2	1841	1665
Cc1cc(/C=C2\C(=O)NC(=O)N(Cc3ccccc3)C2=O)c(C)n1-c1ccc(Cl)c(C(=O)O)c1	2189	1898
Cc1ccc(N2C(=O)NC(=O)/C(=C\c3cccn3C(C)(C)C)C2=O)cc1	1658	1601
CC(C)n1c(=O)c(C=Nc2cccc([N+](=O)[O-])c2)c(O)n(CCc2ccccc2)c1=O	1704	1569
CN1CCN(c2ncnc3nc[nH]c23)CC1	1841	1684
CCCCn1c(=O)c(C(=O)Nc2nnc(C(C)C)s2)c(O)c2ccccc21	1952	1818
O=[N+]([O-])c1cc(S(=O)(=O)c2ccc(O)c([N+](=O)[O-])c2)ccc1O	1887	1521
CN(C)/C=C(\C=[N+](C)C)c1[nH]ncc1[N+](=O)[O-]	1794	1735
O=C(c1ccc(C(F)(F)F)cc1)C1CCCN(Cc2ccc(CO)o2)C1 (configuration not stated)	1774	1463
CN(C)C(=O)OCc1n(C)cc[n+]1C	1935	1678

Look-ups from above:
`CN1CCN(c2ncnc3nc[nH]c23)CC1` @ SRC1 TRFRET art = 1841
`Cc1cc(/C=C2\C(=O)NC(=O)N(Cc3ccccc3)C2=O)c(C)n1-c1ccc(Cl)c(C(=O)O)c1` @ SRC1 TRFRET art = 2189
`O=[N+]([O-])c1cc(S(=O)(=O)c2ccc(O)c([N+](=O)[O-])c2)ccc1O` @ SRC1 TRFRET art = 1887
`Cc1ccc(S(=O)(=O)NC(Cc2cnc[nH]2)C(=O)O)cc1` (configuration not stated) @ SRC1 TRFRET art = 1684
`CN(C)/C=C(\C=[N+](C)C)c1[nH]ncc1[N+](=O)[O-]` @ SRC3 TRFRET art = 1735
`CC(C)c1ccc(N2C(=O)NC(=O)/C(=C\C=C\c3ccco3)C2=O)cc1` @ SRC1 TRFRET art = 1768
`N#CC1=C(N)Oc2cc(O)ccc2C1c1ccc2c(c1)OCO2` (configuration not stated) @ SRC3 TRFRET art = 1573

(listing goes on)
SMILES	SRC1 TRFRET art	SRC3 TRFRET art
O=C(Cn1ncc2c3ccccc3n(Cc3cccc(Cl)c3)c2c1=O)N1CCC2(CC1)OCCO2	1871	1497
COC(=O)c1c(N)n(Cc2ccc(OC)cc2)c2nc3ccccc3nc12	2577*	1451
COc1ccc(CC(=O)Nc2ccc3c(C(F)(F)F)cc(=O)oc3c2)cc1OC	1365	1532
COC(=O)C(O)(c1ccc(NC(=S)NC(=O)c2ccc(Cl)cc2Cl)c(C)c1)C(F)(F)F (configuration not stated)	1849	1512
O=c1c2ccccc2[se]n1-c1ccccc1	1903	1723
O=C(C1CCCN(S(=O)(=O)c2cccc3nsnc23)C1)N1CCC2(CC1)OCCO2 (configuration not stated)	1873	1557
CC1(C)CSC(Nc2ccc(F)c(Cl)c2)=N1	1813	1470
O=C1NC(=S)NC(=O)C12C(c1ccccc1)NC(=S)NC2c1ccccc1 (configuration not stated)	1880	1637
c1ccc2cc(C3N4CCCN34)ccc2c1 (configuration not stated)	2026	1483
CC(=O)OC1(c2ccccc2)CCN(C)CC1(C)C (configuration not stated)	1775	1653
CNCC(C)c1ccccc1 (configuration not stated)	1710	1442
CC(=O)N(C1=NCCCS1)c1ccccc1Cl	1846	1515
C[C@H]1O[C@@H](O[C@H]2[C@@H](O)C[C@H](O[C@H]3[C@@H](O)C[C@H](O[C@H]4CC[C@@]5(C)[C@H](CC[C@@H]6[C@@H]5CC[C@]5(C)[C@@H](C7=CC(=O)OC7)CC[C@]65O)C4)O[C@@H]3C)O[C@@H]2C)C[C@H](O)[C@@H]1O	1699	1721
Cc1cc(C(=O)NP(=O)(N2CCOCC2)N2CCOCC2)c(C)n1C1CC1	1651	1711
Cc1nn(Cc2ccccc2Cl)c(Cl)c1C(=O)OC(C(=O)NC(N)=O)C(C)C (configuration not stated)	1802	1682
COc1ccc(C)cc1NC(=O)c1c(C)nn(Cc2ccccc2)c1Cl	2068	1719
COP(=O)(OC)C(NS(=O)(=O)c1ccccc1)C(Cl)(Cl)Cl (configuration not stated)	1623	1419
CCNC(=O)NC(=O)C(C)OC(=O)c1c(C)nn(Cc2ccccc2Cl)c1Cl (configuration not stated)	1969	1676
O=C(CN1CCCCC1)c1cccc(Br)c1	1675	1488
CCC(=O)CC(c1ccccc1)c1c(O)c2ccccc2sc1=O (configuration not stated)	1745	1635
CCc1ccccc1N1C(=O)NC(=O)/C(=C\c2cc(C)n(C)c2C)C1=O	1740	1449
Cc1cccc(N2C(=O)NC(=O)/C(=C\c3cc(C)n(-c4sc5c(c4C#N)CCCC5)c3C)C2=O)c1C	1986	1634
CC1=CC(=C2C(=O)NC(=S)NC2=O)C=C(C(F)(F)F)N1Cc1ccccc1	2010	1681
CC(Cc1cccs1)NCc1ccccc1 (configuration not stated)	1519	1379
O=C(Nc1ccccc1)OC1CN=C(N[N+](=O)[O-])NC1 (configuration not stated)	1440	1508
COc1cccc(-n2c(/C=C/c3ccc(O)c(O)c3)nc3ccccc3c2=O)c1	1631	1600
CN(C)C(=O)Oc1ccc([N+](=O)[O-])cc1	1926	1760
CC1=NN(Cc2c[nH]c3ccccc23)C(C)(C)C1	1547	1708
NP(=O)(Oc1ccc(Cl)cc1)Oc1ccc(Cl)cc1	1559	1438
O=S1(=O)CCN(CCc2c[nH]c3ccccc23)CC1	1761	1602

Four structures out of the list, arranged by count of non-hydrogen atoms, falling:
SMILES	SRC1 TRFRET art	SRC3 TRFRET art
CC1=CC(=C2C(=O)NC(=S)NC2=O)C=C(C(F)(F)F)N1Cc1ccccc1	2010	1681
O=S1(=O)CCN(CCc2c[nH]c3ccccc23)CC1	1761	1602
CC(Cc1cccs1)NCc1ccccc1 (configuration not stated)	1519	1379
CN(C)C(=O)Oc1ccc([N+](=O)[O-])cc1	1926	1760

Next part
SMILES	SRC1 TRFRET art	SRC3 TRFRET art
COC(=O)C1=Nc2ccccc2/C1=C\c1c(O)n(-c2ccc(Br)cc2)c(=O)[nH]c1=O	1880	1607
CNS(=O)(=O)c1ccc(N=Cc2c(O)n(-c3ccccc3)c(=O)[nH]c2=O)cc1	1931	1855
CN1C(=O)C(=Cc2ccc(OCCN(C)c3ccccn3)cc2)C(=O)N(C)C1=O	1773	1644
CCOC(=O)C1=CC(=C2C(=O)N(CC)C(=S)N(CC)C2=O)c2ccccc2O1	1911	1797
Cc1cc(/C=C2\C(=O)NC(=O)N(c3ccc(Cl)cc3)C2=O)c(C)n1-c1sc2c(c1C#N)CCCC2	1914	1538
COc1cccc(N2C(=O)NC(=O)/C(=C\c3ccc([N+](=O)[O-])s3)C2=O)c1	1879	1458
CCOP(=S)(NN(Cc1ccccc1)C(=O)c1ccccc1)OCC	1775	1415
Cc1cccc(N2C(=O)NC(=O)/C(=C\c3cnc(-c4ccccc4)nc3)C2=O)c1	2030	1642
CN1CCN(c2ccc([N+](=O)[O-])c(N3CCCCC3)c2)CC1	1566	1574
O=C(c1cc([N+](=O)[O-])ccc1N1CCNCC1)N1CCOCC1	1884	1448

Six records drawn at random from the list so far:
SMILES	SRC1 TRFRET art	SRC3 TRFRET art
Cc1cc(C(=O)NP(=O)(N2CCOCC2)N2CCOCC2)c(C)n1C1CC1	1651	1711
O=C(c1ccc(C(F)(F)F)cc1)C1CCCN(Cc2ccc(CO)o2)C1 (configuration not stated)	1774	1463
CNS(=O)(=O)c1ccc(N=Cc2c(O)n(-c3ccccc3)c(=O)[nH]c2=O)cc1	1931	1855
Cc1cccc(N2C(=O)NC(=O)/C(=C\c3cnc(-c4ccccc4)nc3)C2=O)c1	2030	1642
CCC(=O)CC(c1ccccc1)c1c(O)c2ccccc2sc1=O (configuration not stated)	1745	1635
CC1=CC(=C2C(=O)NC(=S)NC2=O)C=C(C(F)(F)F)N1Cc1ccccc1	2010	1681

Next part.
SMILES	SRC1 TRFRET art	SRC3 TRFRET art
O=C(O)CCn1cc(C=C2C(=O)NC(=S)NC2=O)c(-c2cc3ccccc3oc2=O)n1	1983	1534
Cc1nn(Cc2ccccc2Cl)c(C)c1C(=O)OCC(=O)NC1CCCC(C)C1C (configuration not stated)	1896	1512
Cc1ccsc1C(=O)C1CCCN(Cc2cn(C)nc2C)C1 (configuration not stated)	1762	1489
Cc1nc2ccccc2c(=O)n1-c1cc(F)ccc1F	1919	1489
C=CCN1C(=O)NC(=O)/C(=C\c2ccc(-c3ccccc3[N+](=O)[O-])o2)C1=O	1564	1662
O=C(Cn1c(=O)n(CC2CS2)c2ccccc21)N1CCCCCC1 (configuration not stated)	1828	1439
O=C(N/N=C/c1c(O)n(CCC2=CCCCC2)c(=S)[nH]c1=O)c1ccccc1	1681	1574
CN1C(=O)CN=C(c2ccc(Cl)cc2)c2cc(Cl)ccc21	1593	1509
O=c1c2ccc(Cl)cc2[nH]c(=S)n1-c1cccnc1	2131	1608
C=CCn1c(O)c(C(=O)CCCCCC)c(=O)[nH]c1=O	1715	1626
CC(C)c1ccc(-n2c(O)c(/C=N/NC(=O)c3ccncc3)c(=O)[nH]c2=O)cc1	1549	1516
O=[N+]([O-])c1ccc(C2[C@H]3C(c4ccccc4)=NC4(CCCC4)N23)cc1 (some centres not stated)	1701	1773
COc1ccc(CCn2c(O)c(/C=N/NC(=O)c3ccncc3)c(=O)[nH]c2=O)cc1OC	1701	1713
COc1ccccc1CCNC1C2CC3CC(C2)CC1C3 (configuration not stated)	1758	1630
CC[n+]1c(SC)ccc2cc(OC)ccc21	1943	1634
COc1ccc(OC)c(N2C(=O)NC(=O)/C(=C/c3ccc([N+](=O)[O-])s3)C2=O)c1	1744	1562
CC(=O)[C@@]1(O)CC[C@H]2[C@@H]3CC=C4C[C@@H](O)CC[C@]4(C)[C@H]3CC[C@@]21C	1756	1572
CNc1cc(N2CCN(C)CC2)ccc1[N+](=O)[O-]	1659	1251
O=c1c2ccccc2nc(/C=C/c2ccc([N+](=O)[O-])o2)n1-c1ccc(O)cc1	1847	1579
COc1cc(CN2C(=O)NC(=O)C3(Cc4cc(C)ccc4N(C)C3)C2=O)cc(OC)c1 (configuration not stated)	2038	1411
COc1cccc(CCNCc2c(F)cccc2F)c1	1739	1513
Cn1c(CN2CCN(C(=O)COc3ccccc3)CC2)nc2cc([N+](=O)[O-])ccc21	1868	1583
COc1cc2[nH]c(=S)n(-c3ccccc3)c(=O)c2cc1OC	1887	1507
CSc1ccccc1C(=O)C1CCCN(Cc2ccncc2)C1 (configuration not stated)	1526	1501
COCCN1C(=O)NC(=O)/C(=C\c2ccc(Br)cc2)C1=O	1915	1404
CN1CCC2(CC1)CC(NC=O)c1ccccc1O2 (configuration not stated)	1715	1567
CN(C)P(=NC(=S)c1cccn1C)(N(C)C)N(C)C	1787	1756
CC(=O)c1ccc2c(c1)OCO2	1766	1679
CCc1ccccc1N1C(=O)CC(=O)NC1=O	2026	1605
O=C1CCN(C(=O)CNC(=O)Cc2ccccc2)CC1	1475	1425
O=C1NC(=O)N(Cc2cccs2)C(=O)/C1=C/c1ccc(N2CCOCC2)cc1	1864	1715
CSc1ccc(C(=O)C2CCCN(Cc3cccnc3)C2)cc1 (configuration not stated)	1894	1558
CCCCCn1c(=O)c(C(=O)NCc2ccco2)c(O)c2ccccc21	1807	1495
CCOP(=O)(C#CC(C)(C)C)C1(O)CCCCC1 (configuration not stated)	1943	1561
CCCCC(=O)N/N=C/c1c(O)n(C2CC2)c(=S)[nH]c1=O	1844	1555
CN1C2CCC1CC(=NO)C2	1832	1644
N=C1c2ccccc2CN1CC(=O)c1ccccc1	2041	1882
Brc1ccc(C2N3CCCN23)cc1 (configuration not stated)	2025	1563
Cc1cc(C)c2c(c1)-c1cc(C)nn1C(c1cccnc1)N2 (configuration not stated)	1719	1455
O=c1[nH]c(=O)n(CC2CCCO2)c(O)c1/C=C1\C=Nc2ccccc21 (configuration not stated)	1703	1712
CCOP(=O)(Cc1cc(C#N)oc1C)OCC	1925	1669
C[N+]1(C)CCc2cc3c(cc2[C@H]1[C@@H]1OC(=O)c2c1ccc1c2OCO1)OCO3	1946&1637	1704&1412
O=[N+]([O-])c1ccc(N2CCCCCC2)c2ncccc12	1654	1403
FC(F)=C(F)CCSc1ncn[nH]1	1767	1576
Cc1cc(Cl)nc(N)n1	1783	1678
CCOc1ccc2nc(N=Nc3c(O)[nH]c(=S)[nH]c3=O)sc2c1	1892	1535
CCN(CC)c1ccc(/C=C2\C(=O)NC(=O)N(CC3CCCO3)C2=O)cc1 (configuration not stated)	1956	1633
Cc1ccc(CN2C3CCCC2CC(NC(=S)NCc2ccccc2)C3)cc1 (configuration not stated)	2165	1650
Cc1ccc(N2C(=O)NC(=O)C(CCc3ccccn3)(Cc3ccc(F)cc3)C2=O)cc1 (configuration not stated)	1494	1551
COc1ccccc1N=Nc1c(O)[nH]c(=S)[nH]c1=O	1477	1639
O=C(c1cccc([N+](=O)[O-])c1)C12CN3CN(CN(C3)C1)C2	1721	1573
CC(C)N1CCN(Cc2ccc3c(c2)OCCO3)CC1CCO (configuration not stated)	1678	1598
